Cardio protect = myocardial damage modulation in H9c2 cells; H9c2 cardiomyocytes, H2O2 injury protection, ATPLite, 2 h; protection from H2O2 cell death, % at 20 µM; 360,000 compounds, 0.63% hits; AID 588492;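 active = compounds giving at least 50% protection of heart cells from peroxide-induced death in the single-dose screen, raw or plate-pattern-corrected value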;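 also: 0% = DMSO wells with peroxide and 100% = DMSO wells without peroxide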
m5-HT2A agonist = mouse HTR2A agonism via beta-arrestin recruitment; AID 624169; P35363; 360,000 compounds, 0.66% hits; CHO-K1 mHTR2A beta-arrestin complementation, luminescence; percent of 30 µM serotonin response; activation, % at 7.6 µM;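 active = activation above a run cutoff, the mean activation of all tested compounds plus 3 SD, cut at about 14% in these data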;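 also: 0% = plate median of compound wells and 100% = 30 µM serotonin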
Target sequence (P35363 whole entry, looked up): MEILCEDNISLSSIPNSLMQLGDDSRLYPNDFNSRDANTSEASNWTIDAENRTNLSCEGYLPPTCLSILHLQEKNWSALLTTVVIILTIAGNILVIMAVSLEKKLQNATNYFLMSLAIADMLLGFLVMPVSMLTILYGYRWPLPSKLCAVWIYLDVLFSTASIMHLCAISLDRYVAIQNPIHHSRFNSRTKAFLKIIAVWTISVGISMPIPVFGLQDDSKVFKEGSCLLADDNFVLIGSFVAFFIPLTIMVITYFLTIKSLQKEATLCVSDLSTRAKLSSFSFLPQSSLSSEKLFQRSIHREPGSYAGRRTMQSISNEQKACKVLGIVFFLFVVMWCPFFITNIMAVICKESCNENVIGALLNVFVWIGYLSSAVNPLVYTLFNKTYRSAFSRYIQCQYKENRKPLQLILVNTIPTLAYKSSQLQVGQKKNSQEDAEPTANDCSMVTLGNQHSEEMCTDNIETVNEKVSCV
Shn3 inh set2 = inhibitors of Schnurri-3 3'UTR reporter in osteoblasts; inhibition, % at 12.5 µM; 360,000 compounds, 0.52% hits; Clone20 osteoblast Shn3 3'UTR firefly luciferase, 24 h;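 active = mean inhibition of at least 75% with every replicate also reaching 75%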;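 also: 0% = median of neutral control wells and 100% = pilot-screen positive control compound; some compounds past the cut are filed as inactive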
MITF TRPM1 inh = reduces MITF-dependent TRPM1 promoter luciferase signal; SK-MEL-5 TRPM1 promoter luciferase, 24 h; inhibition, % at 12.5 µM; 330,000 compounds, 0.83% hits;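 active = mean inhibition across replicates of 60% or more, whatever share of single replicates reaches that level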; also: values of inactives mirror those of a sister screen read the other way
NR2E3 ag-1 = NR2E3 (human) agonism; 320,000 compounds, 0.12% hits; inhibition of corepressor binding, % at 4.78 µM; GST-NR2E3/biotin-RetCOR TR-FRET, 1536-well; AID 2300; Q9Y5X4;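 active = percent inhibition above the cutoff of mean plus 3 SD of all tested compounds, set per screening campaign, cut at about 20% in these data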;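 also: 0% = DMSO wells and 100% = biotin wells as full block of FRET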
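system = GST-tagged NR2E3 plus biotinylated RetCOR corepressor | input = 1.35 nM GST-NR2E3 | also added = 7 nM biotin-RetCOR | schedule = 5 h incubation at 4 °C | measured by = TR-FRET with europium anti-GST and streptavidin-D2, 340 nm excitation | read-out = percent loss of FRET ratio relative to control wells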
Peg3 promoter = reduces Peg3 promoter-driven luciferase expression in HeLa; 360,000 compounds, 1.7% hits; inhibition, % at 20 µM; HeLa PEG-Prom luciferase reporter, luminescence, overnight; AID 588405;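 active = inhibition of at least 50% at 20 µM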
PDI inh = inhibitors of human protein disulfide isomerase; PDI insulin aggregation turbidity, A650, 90 min; inhibition, % at 10 µM; 350,000 compounds, 0.052% hits; P07237; AID 588391;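 active = mean inhibition across replicates of 30% or more, whatever share of single replicates reach that level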;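 also: absorbance from insulin aggregation driven by PDI reduction with DTT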
Target sequence (P07237 whole entry, looked up): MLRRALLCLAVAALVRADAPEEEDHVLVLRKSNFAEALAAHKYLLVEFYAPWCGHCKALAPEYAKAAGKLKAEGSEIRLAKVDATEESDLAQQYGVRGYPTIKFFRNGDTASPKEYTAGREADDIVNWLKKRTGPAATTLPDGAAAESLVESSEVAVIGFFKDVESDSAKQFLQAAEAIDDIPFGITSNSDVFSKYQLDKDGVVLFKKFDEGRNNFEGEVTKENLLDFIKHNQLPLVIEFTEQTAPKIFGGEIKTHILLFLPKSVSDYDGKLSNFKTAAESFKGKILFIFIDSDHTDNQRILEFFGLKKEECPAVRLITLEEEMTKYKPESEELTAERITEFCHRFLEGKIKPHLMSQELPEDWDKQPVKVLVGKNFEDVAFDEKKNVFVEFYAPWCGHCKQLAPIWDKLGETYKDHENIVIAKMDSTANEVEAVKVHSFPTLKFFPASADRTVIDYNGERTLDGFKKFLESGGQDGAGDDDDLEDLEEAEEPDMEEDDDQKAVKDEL
HIF-2a inh = HIF-2a inhibition | 786-0 RCC cells HIF-2a reporter, luciferase luminescence, overnight | inhibition, % at 18.8 µM | 360,000 compounds, 0.72% hits | AID 624352;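 active = inhibition of the luminescence signal of 40% or more relative to plate controls, in a single-dose primary screen at 18.75 µM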
NR2E3 ag-2 = agonists of human NR2E3 nuclear receptor. AID 602229. 360,000 compounds, 0.35% hits. inhibition of corepressor binding, % at 3.98 µM. CHO-S Gal4-NCOR/VP16-NR2E3 two-hybrid, luciferase;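 active = inhibition above the mean of all tested compounds plus 3 SD, cut at about 70% in these data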;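 also: 0% = DMSO with NR2E3 transfected cells and 100% = cells lacking NR2E3 construct; higher means lower luciferase signal from less NR2E3 corepressor binding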
CaV13 FRET inh = Primary screen for inhibitors of IQ motif and Ca2+-dependent inactivation inhibitor domain binding in CACNA1D, Förster resonance energy transfer in living cells, …; HEK cells, CFP/YFP FRET ICDI-IQ, plate reader, 10 min; percent FRET-ratio fall versus neutral wells; inhibition, % at 12.3 µM; 340,000 compounds, 0.098% hits; AID 743397;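 active = mean replicate inhibition of at least 30% and at least 1% of replicates passing that level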;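 also: 0% = median of the neutral control wells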
hiPSC survival = hiPSC single-cell survival enhancement | ATPlite luminescence; 100% = ROCK inhibitor wells, 0% = DMSO | AID 602274 | survival enhancement, % at 20 µM | 360,000 compounds, 0.044% hits; in the data active = survival enhancement above about 18%;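 also: cells exposed to compounds for 16 hours before the ATP read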
Numbers without * were called inactive; · = no result given.

SMILES | Cardio protect | m5-HT2A agonist | Shn3 inh set2 | MITF TRPM1 inh | NR2E3 ag-1 | Peg3 promoter | PDI inh | HIF-2a inh | NR2E3 ag-2 | CaV13 FRET inh | hiPSC survival
CS(=O)(=O)c1nc(S(=O)(=O)c2ccc(Cl)cc2)c(N2CCCCC2)s1 | 2.1 | -8.2 | 12.5 | 6.0 | -1.3 | 20.1 | 5.5 | 18.9 | 10.3 | -2.6 | 0.1
COc1ccc(OC)c(C(=O)NC(CC(N)=O)c2ccc(NCCOc3ccccc3)c([N+](=O)[O-])c2)c1 (stereo unspecified) | -5.1 | -4.6 | 9.4 | -5.1 | 0.7 | -12.8 | 5.2 | 2.2 | -4.0 | -6.7 | -0.2
Cc1ccc(S(=O)(=O)N2CCOCC2)cc1C(=O)Nc1cc(S(=O)(=O)N2CCCCC2)ccc1O | -9.1 | 7.7 | -16.5 | -2.6 | · | -0.5 | 2.2 | 1.0 | -31.5 | -2.1 | -2.1
CC(=O)NC(C)(c1ccccc1)c1nc(-c2cccc(F)c2)cs1 (stereo unspecified) | 0.7 | -1.1 | -6.8 | · | · | -1.9 | -2.3 | 1.1 | -19.4 | -7.0 | -0.6
CNS(=O)(=O)c1ccc(C(=O)NCC(=O)NC(C)c2cccs2)cc1 (stereo unspecified) | 3.9 | -6.7 | -10.7 | 7.9 | 3.8 | -4.2 | 0.9 | 7.2 | -13.5 | -14.2 | 0.4
O=C(COC(=O)/C=C/c1ccco1)NCc1ccccc1Cl | 3.0 | -4.1 | -13.8 | -2.6 | 0.1 | 4.3 | 2.5 | 13.7 | -11.6 | -4.4 | 0.8
Cc1ccc(S(=O)(=O)N2CCC(C(=O)NCC3CCCCC3)CC2)cc1 | 6.6 | 4.5 | -1.6 | 0.3 | 0.5 | 11.2 | -3.3 | 18.9 | 16.8 | -3.6 | 0.2
O=C(CNC(=O)c1n[nH]c2ccccc12)Nc1ccc(F)c(F)c1F | -0.6 | 1.9 | 10.2 | 20.7 | · | 14.8 | -4.4 | -4.3 | 2.5 | -5.1 | -0.5
CNc1sc(C(=O)c2cccs2)c(N)c1-c1nc2ccccc2s1 | -11.3 | -2.7 | -65.5 | -95.3 | 6.6 | -347.7 | 8.4 | -131.1 | 51.3 | -6.0 | 4.1
CC1CCCCN1C(=O)CSc1nnc(-c2ccccc2F)o1 (stereo unspecified) | 4.9 | 0.7 | -71.6 | -73.8 | 1.4 | -190.7 | 6.9 | -155.3 | -51.6 | -2.9 | -0.3
CC(=O)c1ccc(NC(=S)N2CCC(Cc3ccccc3)CC2)cc1 | -21.7 | 1.6 | 0.7 | -1.8 | -1.4 | -56.4 | -4.3 | -117.0 | -31.1 | -3.9 | 2.7
O=C(Nc1ccc(Br)cc1)Nc1ccccc1Cl | -20.1 | 2.0 | 8.5 | -71.0 | 0.5 | -225.8 | -3.5 | -262.2 | -118.0 | -17.4 | 0.4
O=c1c2cc([N+](=O)[O-])ccc2sn1-c1ccccc1 | -30.3 | 2.4 | -44.6 | · | · | -164.5 | -0.6 | -239.7 | -88.9 | -6.2 | -1.6
Nc1nc(/C=C/c2ccc(F)cc2)nc(-c2ccccc2O)n1 | -0.7 | 3.8 | 13.9 | -11.9 | -2.5 | 7.0 | -3.9 | -11.6 | -9.8 | -2.4 | -0.8
O=C(COc1ccc(Cl)cc1)Nc1cccc(-c2ccc(N3CCOCC3)nn2)c1 | -14.1 | -1.8 | -49.3 | -61.7 | 1.1 | -162.9 | 15.2 | -82.7 | -82.7 | -5.9 | -0.5
Fc1ccccc1-c1nnc2c3ccccc3nc(N3CCOCC3)n12 | 2.2 | 0.2 | -15.5 | 16.9 | 1.9 | 12.7 | 14.2 | 14.3 | -24.2 | -5.6 | 0.7
CCCN1C2=C(C(=O)CC(C)(C)C2)C(c2ccc(F)cc2)C2=C1c1ccccc1C2=O (stereo unspecified) | 4.0 | -3.9 | 14.5 | 21.7 | 3.5 | 22.1 | 0.8 | -3.0 | 6.5 | -5.2 | 0.0
Cc1ccc(S(=O)(=O)NCc2ccccc2)cc1C(=O)NCC(=O)Nc1c(C)cccc1C | 2.8 | -4.2 | 25.8 | · | · | 5.6 | -2.5 | 10.9 | 22.5 | -6.6 | 1.8
COc1ccc(CCN2CCCn3c2nc2c3c(=O)n(CC(N)=O)c(=O)n2C)cc1OC | -5.2 | 1.9 | -11.0 | -2.5 | · | 7.7 | -6.5 | 14.8 | -14.9 | -3.1 | 0.3
COC(=O)c1cc2nc(-c3ccc(OC)cc3)cc(C(F)(F)F)n2n1 | 0.3 | 1.7 | 4.4 | 3.9 | 1.4 | 6.5 | -4.8 | 7.0 | -4.1 | -6.0 | 2.9
CCC(CC)C(=O)Nc1nc(-c2ccc3c(c2)CCN3C(=O)C2CC2)c(C)s1 | 4.3 | 3.3 | 25.9 | 4.8 | 0.3 | 14.8 | -11.2 | 1.5 | 17.6 | · | -2.5
CCCCOc1ccc(/C(O)=C(\C#N)c2nc3ccccc3[nH]2)cc1 | 2.8 | -0.3 | 3.6 | -2.3 | -1.3 | 7.8 | -3.1 | 3.2 | -18.9 | -19.1 | -0.8
CC(C)NCC(O)COCCOc1ccc(C(C)(C)C)cc1 (stereo unspecified) | 0.2 | 8.3 | -4.3 | -15.5 | -1.9 | 10.5 | -3.4 | 6.7 | -8.6 | -19.7 | 1.5
Cc1ccc(S(=O)(=O)Cc2ccc(C(=O)NCCCN3CCCC3=O)o2)cc1 | 7.4 | 0.6 | 13.6 | -1.4 | -1.6 | 8.0 | 5.5 | 7.5 | -17.2 | -5.8 | 1.5
CN(C(=O)NC(=O)C1=C(N2CCOCC2)/C(=C/c2ccccc2)CC1)S(C)(=O)=O | 6.2 | -0.8 | -13.8 | -7.5 | -0.1 | -27.6 | -4.3 | -48.0 | -7.5 | -1.6 | 0.6
CCOC(=O)CSC1=C(C#N)C(c2ccc(Cl)cc2)C(C(=O)OC)C(=O)N1 (stereo unspecified) | -0.8 | 3.1 | 8.7 | -1.7 | 0.8 | 14.2 | 14.6 | 26.9 | 2.8 | · | -1.5
COc1ccccc1NC(=O)COc1ccc(CO)cc1Cl | -16.7 | 0.1 | -59.6 | -59.6 | 1.5 | -291.9 | 19.9 | -292.3 | -42.1 | · | -1.0
CCN(CC)S(=O)(=O)c1ccc(N2CCOCC2)c(NC(=O)c2ccc(=O)[nH]c2)c1 | 2.9 | -3.3 | -1.9 | 13.5 | · | 2.4 | 6.3 | 2.1 | 16.7 | -5.7 | -1.7
CC(C)c1ccc(NS(=O)(=O)c2cn(C)c(=O)n(C)c2=O)cc1 | -8.7 | -5.6 | 7.0 | · | 0.2 | 10.0 | · | 18.8 | 10.6 | -6.1 | -3.1
COc1ccc(-c2cnc(OC(C)(C)C)nc2OC(C)(C)C)cc1OC | -1.4 | 3.6 | -8.3 | -11.0 | -0.4 | 5.1 | 5.3 | 7.2 | -0.1 | -3.7 | -0.2
CCc1nnc(NC(=O)[C@@H](NC(=O)c2cccc(C)c2)C(C)C)s1 | 1.8 | -1.2 | 16.7 | -1.3 | -0.1 | -0.4 | 2.2 | 18.5 | 4.2 | -6.4 | -0.7
CSc1nnnc2ccccc12 | 6.7 | 2.4 | -3.6 | 1.1 | · | 4.9 | -3.0 | 15.7 | -10.0 | -5.5 | 1.2
O=C(C1CCCCC1)N1CCC(c2nc3ccccc3[nH]2)CC1 | 5.8 | -1.3 | -3.6 | 0.0 | 1.1 | 13.4 | 14.2 | 21.4 | 7.7 | · | 4.3
Cc1ccc(S(=O)(=O)Nc2ccc3c(c2)nc(CN2CCCC2)n3C)cc1 | -4.4 | -0.3 | 2.5 | 9.3 | -1.6 | 9.2 | 6.0 | 16.3 | -0.2 | · | 0.9
CC(OC(=O)c1ccc2c(=O)n3c(nc2c1)CCC3)C(=O)NC1CCCCC1C (stereo unspecified) | 1.4 | -1.8 | -19.5 | 10.1 | 2.6 | 6.0 | 4.2 | -1.1 | 16.6 | -3.1 | 0.2
C/C(=N\OCC(=O)OCC(=O)NC(=O)c1ccc(OC(F)F)cc1)c1ccc2c(c1)OCO2 | -3.0 | -3.5 | -9.4 | -4.2 | -0.3 | 6.5 | 2.0 | 0.9 | -13.3 | -13.2 | 0.4
COc1cc(C2CC(=O)c3cnc(NC(C)=O)nc3C2)cc(OC)c1OC (stereo unspecified) | 17.1 | -4.9 | -7.2 | -10.2 | -0.1 | 4.1 | -6.0 | 20.3 | -23.6 | · | -0.2
COc1cccc(N=c2oc3ccccc3cc2-c2nc3ccccc3[nH]2)c1 | -22.6 | 2.5 | -41.0 | 11.0 | -1.3 | -116.3 | -10.5 | -170.2 | -129.8 | -5.4 | -5.2
COc1ccc(-c2nnn(CC(=O)N3CCN(c4ccccc4OC)CC3)n2)cc1OC | 5.4 | -5.9 | 21.2 | 7.7 | 4.0 | 12.4 | 17.1 | 13.0 | -0.6 | 0.8 | -0.8
Cc1ccc(NCN2C(=O)C(=O)c3ccccc32)nc1 | 18.5 | 5.8 | 5.0 | -7.8 | 2.1 | 7.2 | 3.7 | 3.8 | -2.1 | -4.9 | -1.6
C=CCc1cc(/C=C2/NC(=O)N(CC)C2=O)cc(OCC)c1OCc1ccc(C(=O)O)cc1 | 12.6 | 5.8 | -2.4 | 16.3 | 0.6 | 17.9 | -9.3 | 13.3 | 12.0 | -14.2 | 0.0
COc1cc(OC)c(NC(=O)CCNS(=O)(=O)c2ccc3c(c2)CC(C)N3C(C)=O)cc1Cl (stereo unspecified) | -3.0 | -0.3 | -10.0 | 2.8 | 0.3 | 2.3 | 0.7 | 10.7 | -1.4 | -14.3 | -0.6
Cc1cc(/C=C(\C#N)C(=O)NC2CC2)c(C)[nH]1 | -6.0 | 2.4 | -81.3 | -88.9 | 0.8 | -186.8 | -0.2 | -171.5 | -83.4 | -3.8 | -1.4
C[n+]1c(/C=C/c2ccc(O)cc2)ccc2ccccc21 | -2.3 | 1.9 | -103.1 | -28.8 | -2.3 | -243.9 | 5.2 | -74.8 | -78.3 | -25.2 | -0.9
O=C(NCc1ccccc1)N1CCn2c(nc3ccccc32)C1 | 2.8 | 1.2 | 4.0 | -1.2 | -0.4 | -14.0 | -2.9 | -24.4 | 0.5 | -6.9 | -1.7
CCCC(=O)Nc1cc(=O)n(C)c(=O)n1C | -10.7 | -2.5 | -8.4 | -10.0 | 2.4 | 7.8 | 0.5 | 14.5 | 10.3 | -7.4 | 0.5
O=C(Nc1cccc(S(=O)(=O)N2CCOCC2)c1)c1cnccn1 | -2.2 | -0.8 | 9.5 | -3.1 | -0.2 | 11.7 | -1.9 | 2.9 | 9.5 | -1.7 | -0.9

Screening results: PubChem BioAssay, several laboratories
